# JMJD2A Tudor inh = JMJD2A Tudor domain (human) inhibition; O75164; Potency, µM (top dose mostly 114 µM), for inactives: at the highest dose activity change, negative = inhibition, usual class: inhibitors; AlphaScreen JMJD2A-Tudor / H3K4me3 peptide binding; 4.4% of 390,000 active; further: on the % scale 0 is the no-effect control and ±100 the full control effect; nearly all actives have a fitted effect of over 50% in size
# Pin1 inhibitor = blocks the human prolyl isomerase Pin1. Pin1 FP peptide displacement, HiFluor488, 10 min. Potency, µM (top dose mostly 115 µM), inactives show at the highest dose activity, negative = inhibition, most hits filed as inhibitors. Q13526. 0.009% of 390,000 active; active means well fitted inhibition curve with a large enough effect in the polarisation, with a control signal flat, not every such curve was filed as active; inconclusive means small, poorly fitted or top-dose-only effect, or effect the other way, or a change in a side signal; inactive means no such curve, though single readings can be large or run the other way; the % refers to the polarisation; further: on the % scale 0 is the no-effect control and ±100 the full control effect
# Target sequence (Q13526 whole entry, looked up): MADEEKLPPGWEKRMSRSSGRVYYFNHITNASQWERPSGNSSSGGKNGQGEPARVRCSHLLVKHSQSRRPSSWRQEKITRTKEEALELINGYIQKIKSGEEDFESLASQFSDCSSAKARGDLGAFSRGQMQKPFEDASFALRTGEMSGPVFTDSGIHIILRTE
# rTrxR1 inhibitor = inhibitors of rat thioredoxin reductase 1. O89049. recombinant rTrxR1, NADPH fluorescence consumption, selenite substrate. Potency, µM (highest dose often 114 µM), inactives show top-dose activity change, negative = inhibition, hits mostly inhibitors. 1% of 390,000 active; further: on the % scale 0 is the no-effect control and ±100 the full control effect; nearly all actives have a fitted effect of over 65% in size
#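 Rat TrxR1 (90 nM in the dispensed reagent) was pre-reduced with 400 uM NADPH for 5 min at room temperature, then incubated with compound for 15 min. After 400 uM selenite was added, NADPH fluorescence (Ex 340/Em 450 nm) was followed for 8 min.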
# HP1b chromo inh = HP1-beta chromodomain-methylated histone interaction inhibition; Potency, µM (series often up to 114 µM), for inactives: top-dose activity change, negative = inhibition, most hits filed as inhibitors; AlphaScreen HP1-beta / biotin-H3K9me3 peptide binding; 0.56% of 390,000 active; P83916; further: nearly all actives have a fitted effect of over 70% in size; inactives centre near 23
# Target sequence (P83916 whole entry, looked up): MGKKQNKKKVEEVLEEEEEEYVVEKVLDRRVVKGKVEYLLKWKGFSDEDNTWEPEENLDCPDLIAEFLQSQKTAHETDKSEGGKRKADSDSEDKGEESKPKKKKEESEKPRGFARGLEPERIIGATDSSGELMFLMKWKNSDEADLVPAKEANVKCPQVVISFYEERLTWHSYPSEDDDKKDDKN
#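 Compound inhibition of the preformed complex between 50 nM HP1-beta and 50 nM biotinylated H3K9me3 peptide was read by AlphaScreen. Buffer was PBS pH 7.4 with 0.01% Tween-20. Incubations ran 30 min at room temperature, with 10 ug/mL donor/acceptor beads.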
# ERG Ets-DNA blk = ERG Ets/DNA interaction inhibition. AID 624246. P11308. 0.028% of 370,000 active. fluorescence polarization, His-ERG Ets domain / labelled DNA. Potency, µM (doses to about 76.9 µM), for inactives: at the highest dose FP activity, negative = inhibition, actives largely listed as inhibitors; active means well fitted inhibition curve with a large enough effect in the polarisation, with a control signal flat; inconclusive means small, poorly fitted or top-dose-only effect, or effect the other way, or a change in a side signal; inactive means no such curve, though single readings can be large or run the other way; the % refers to the polarisation;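 further: polarization taken with two DNA probes labelled with fluorescein and Texas red; % of control where 0% means no effect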
#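 His-tagged ERG Ets domain (1 uM in the protein solution; 300mM KCl, 50mM Tris-HCl, 1mM EDTA, 1mM DTT, pH 7.5) received compound, then a probe mix of 5 nM fluorescein-DNA and 100nM Texas-615-DNA. Fluorescence polarization was read for both dyes.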
# RGS4 inh = human RGS4 inhibition; P49798; Transcreener GDP fluorescence polarization, RGS4-accelerated GTP hydrolysis; Potency, µM (series often up to 114 µM), for the others: top-dose activity change, negative = inhibition, actives largely listed as inhibitors; 0.039% of 390,000 active; further: on the % scale 0 is the no-effect control and ±100 the full control effect; nearly all actives have a fitted effect of over 75% in size; some results filed as inactive show a strong effect at the top dose
# Target sequence (P49798 whole entry, looked up): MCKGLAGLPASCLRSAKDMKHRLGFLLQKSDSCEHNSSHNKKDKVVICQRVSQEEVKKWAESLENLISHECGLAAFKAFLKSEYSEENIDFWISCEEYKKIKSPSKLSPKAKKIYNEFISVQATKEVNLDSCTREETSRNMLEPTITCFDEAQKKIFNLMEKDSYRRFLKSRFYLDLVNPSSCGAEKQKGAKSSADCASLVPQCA
#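 MLSMR compounds (23 nl, pin-transferred) preincubated 10 min at room temperature with a 500nM (2x) first reagent, then RGS4 at 900nM (2x) plus Transcreener GDP mix added; fluorescence polarization (620/688 nm) read before and after 90 min at 30 °C.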
# GLS inhibitor = glutaminase GLS (human) inhibition. O94925. GLS enzymatic activity, qHTS titration. Potency, µM (titrated, usually from 45.5 µM), for the others: at the top dose activity change, negative = inhibition, actives largely listed as inhibitors. 0.21% of 410,000 active; further: on the % scale 0 is the no-effect control and ±100 the full control effect
#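 Human kidney-isoform GLS in 45 mM KH2PO4 pH 8.2, 0.02% Tween-20, with compound, started with 1mM L-Glutamine (added stock). Glutamate oxidase/HRP/Amplex red coupled fluorescence read at start and after 30 min at RT.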
# Tb PGK inh = blocks T. brucei phosphoglycerate kinase; Potency, µM (titrated, usually from 57.5 µM), inactives show at the highest dose activity change, negative = inhibition, most hits filed as inhibitors; 0.043% of 380,000 active; PGK/GAPDH coupled, Kinase-Glo luminescence, 60 min; P07378; AID 602233; further: on the % scale 0 is the no-effect control and ±100 the full control effect; nearly all actives have a fitted effect of over 60% in size
# Target sequence (P07378 whole entry, looked up): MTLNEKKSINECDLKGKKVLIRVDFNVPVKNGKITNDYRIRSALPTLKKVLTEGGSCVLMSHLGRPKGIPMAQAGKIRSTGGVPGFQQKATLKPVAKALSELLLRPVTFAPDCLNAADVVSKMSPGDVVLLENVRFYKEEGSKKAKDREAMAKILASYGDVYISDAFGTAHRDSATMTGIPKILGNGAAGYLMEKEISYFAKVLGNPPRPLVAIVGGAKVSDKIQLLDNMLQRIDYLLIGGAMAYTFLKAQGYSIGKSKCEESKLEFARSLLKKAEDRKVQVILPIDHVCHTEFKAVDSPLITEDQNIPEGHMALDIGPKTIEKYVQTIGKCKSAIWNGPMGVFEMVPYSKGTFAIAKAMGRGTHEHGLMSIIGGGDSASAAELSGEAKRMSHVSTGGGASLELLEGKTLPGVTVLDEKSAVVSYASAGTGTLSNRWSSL
#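 Recombinant glycosomal PGK reaction used 1,3-bisphosphoglycerate generated in-well by GAPDH (100nM final) in 100mM TEA pH 7.6, 5mM MgCl2, 0.01% Tween-20. After 60 minutes at room temperature, ATP was read by Kinase-Glo Plus luminescence end-point.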
# 12-LOX inh = inhibitors of human 12S-lipoxygenase ALOX12; P18054; purified 12hLO, xylenol orange hydroperoxide absorbance; Potency, µM (top dose mostly 108 µM), without a hit: at the highest dose activity change, negative = inhibition, usual class: inhibitors; 1.1% of 580,000 active; further: on the % scale 0 is the no-effect control and ±100 the full control effect
#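 Hydroperoxide product was detected by ferrous iron/xylenol orange as the 573 to 405 nm absorbance ratio. Arachidonic acid at 40 uM (final) was turned over for 30 min at room temperature by 150 nM human 12hLO, pH 7.0 Hepes buffer, after 15 min compound preincubation.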
# Starred values were filed as active, the others as inactive; i = inactive; ? = inconclusive; / = not tested or not shown; & = joins results of further samples; [ ] = another dose, or the depositor's remark. Unless noted, the call rests on the fitted dose curve; in most records, active means well fitted curve in the direction sought with a large enough effect; inconclusive means small, poorly fitted or top-dose-only effect, or another doubt; inactive means no such curve, though single readings can be large; an effect the other way counts as inactive or inconclusive. Potency means the concentration at half of the fitted maximal effect. Some of the compounds tested; rates above refer to the full screens.
JMJD2A Tudor inh,Pin1 inhibitor,rTrxR1 inhibitor,HP1b chromo inh,ERG Ets-DNA blk,RGS4 inh,GLS inhibitor,Tb PGK inh,12-LOX inh,SMILES
89µM*,5%,9%,6%,9%,-6%,-7%,1%,-13%,C#CCOCCOCCOCCNc1nc(N2CCN(C(=O)[C@H](CCCCN)n3cc(CN)nn3)CC2)nc(N2CCN(C(=O)[C@H](CCC(=O)O)n3cc([C@@H](N)CCSC)nn3)CC2)n1
-10%,4%,13%,34%,9%,-33%,26%,-2%,0%,Cc1nnc(SCC(=O)N2CCN(c3ccccc3)CC2)n1-c1ccccc1
-4%,-6%,15%,51%[activator],-5%,16%,8%,-8%,-1%,CC(C)CCNc1nc2c(-c3ccccc3)nnn2c2ccccc12
-13%,?,3%,45%[activator],/,9%,3%,1%,-11%,CC(C)n1nc(Cc2cccc3ccccc23)c(C#N)c1N
-9%,11%,9%[57.1 µM],29%,1%,-11%,3%,2%,-8%,c1ccc(-c2cnnc3ccccc23)cc1
-32%,-20%,-14%,-9%,-8%,8%,24%,-16%,0%,Nc1ncc(-c2ccccc2)c(-c2ccc(O)cc2O)n1
-4%,0%,-5%,36%,-12%,-8%,0%,-9%,3%,OCC1OCOC2C(CO)OCOC12 (configuration not stated)
-6%,2%,24%,13%,-1%,7%,0%,i,11%,O=C(CCCc1nc(-c2ccc(Cl)cc2)no1)NCc1ccco1
-17%,2%,27%[57.1 µM],26%,-3%,19%,-4%,7%,2%,O=C(COC(=O)Cc1ccccc1F)Nc1ccc2c(c1)OCO2
-10%,-3%,25%[57.1 µM],-5%,1%,3%,-10%,-4%,-2%,Cn1c(=O)n(C)c2cc(CNCc3ccc(C(=O)O)cc3)ccc21
-1%,0%,9%[57.1 µM],4%,2%,11%,21%,-3%,182%[activator],O=C(Nc1ccc(Cl)cc1)N1CCSC1=NCc1ccccc1
-8%,3%,15%[57.1 µM],38%,2%,-20%,-4%,-9%,-1%,CC1=C(C(=O)OCC2CCCO2)C(c2coc3ccc(C)cc3c2=O)C2=C(CCCC2=O)N1 (configuration not stated)
?,2%,11%,13%,/,11%,/,/,/,COc1ccc(S(=O)(=O)Nc2cccc3cccnc23)c(N)c1
-32%,82%[activator],12%[57.1 µM],-11%,6%,?,14%,-4%,?,CC1(C)Cc2c(c(N3CCOCC3)nc3sc(-c4ccc(C(=O)O)o4)c(N)c23)CO1
-14%,4%,-4%,6%,20%,3%,10%,-3%,?,CC(C)(C)OC(=O)N1CCC(C(=O)N[C@@H](Cc2c[nH]c3ccccc23)C(=O)O)CC1
-19%,49%[activator],-15%,30%,8%,-11%,-9%,-1%,0%,COc1c2ccc(OCC/C(C)=C/C(=O)C=C(C)C)cc2nc2occc12
?,?,-34%,7%,3%,7%,?,?,-12%,N#C/C(=C\c1ccc(-c2ccc(Cl)c(C(=O)O)c2)o1)c1nc2ccccc2[nH]1
-20%&-17%,-3%&-11%,29%,35%&33%,18%&4%,13%&-17%,?,-9%&1%,14%&-9%,CCOC(=O)c1c(S(=O)(=O)N2CCCC(C(=O)Nc3cccc(C)n3)C2)c(C)n(C)c1C (configuration not stated)
-10%,3%,-3%,17%,-12%,6%,6%,-8%,2%,COc1cccc(NC(=O)CSc2nnc(-c3cccs3)n2C)c1
-4%[57.1 µM],-1%,-16%,45%[activator],-3%,-11%,25%,1%,-9%,C=CCNC(=S)NNC(=O)c1cc(C)nc2ccccc12
5%,-3%,17%,26%,-4%,-9%,14%,1%,-6%,O=C(Cn1cnc2c(nnn2Cc2ccc(F)cc2)c1=O)Nc1ccccc1
-30%,-1%,19%,11%,0%,-20%[56.9 µM],3%,i,25%,Cc1cccc(CNC(=O)c2ccccc2NC(=O)C2=CSCCO2)c1
-13%,4%,30%,4%,/,6%,16%,-5%,?,Cc1ccc(-c2nc3ccccc3s2)cc1NC(=O)c1ccc2c(c1)OCO2
-23%,6%,11%,25%,1%,-23%,-2%,-1%,-26%,COc1ccc(C)cc1NC(=O)c1ccc2c(c1)C(=O)N(Cc1ccncc1)C2=O
-11%,-3%,19%[57.1 µM],0%,3%,0%,7%,i,105%[activator],CCNC(=O)c1ccccc1-c1nc(-c2ccccc2)no1
-5%,-5%,4%,13%,-1%,-11%,0%,-9%,-17%,Cc1ccccc1-c1nnc(SCC(=O)N2CCCC2)o1
-6%,-1%,21%,33%,1%,4%,-11%,5%,10%,COC(=O)Cn1cnc2c(nnn2-c2ccc(C)cc2)c1=O
16%,16%,5%,?,-2%,?,0%,-7%,-16%,CCCc1ccc(OC(C)C(=O)Nc2sc3c(c2C(=O)OC)CCCCC3)cc1 (configuration not stated)
-1%,4%,14%,36%,2%,19%,9%,6%,-23%,Clc1ncc(Cn2cccn2)s1
-28%,12%,15%,4%,-4%,-1%,4%,2%,?,CC(=O)Nc1cc(C(=O)N2CCc3ccccc3C2)ccc1Sc1ccc(Cl)cc1
-28%,0%,13%,15%,7%,-26%,4%,-5%,-11%,CSc1ccc(CN2CCCC(CO)(Cc3ccccc3)C2)cc1 (configuration not stated)
-1%,-1%,27%,39%,0%,-25%,0%,-2%,-14%,COc1ccc(C(=O)Nc2ccc3nc(SCc4ccc(C)cc4)sc3c2)cc1
-28%,0%,-16%,34%,6%,-30%,-1%,6%,13%,CCCCCn1c(SCC(=O)OCC)nc2cc(C(=O)NCc3ccco3)ccc2c1=O
-1%,-2%,-29%[57.1 µM],25%,7%,-15%,-11%,-1%,?,N#C/C(=C\c1c(N2CCOCC2)nc2ccccn2c1=O)C(=O)NC1CCS(=O)(=O)C1 (configuration not stated)
-3%,9%,5%[57.1 µM],3%,-4%,19%,1%,8%,1%,O=C(N/C(=C\c1ccc(F)cc1)C(=O)N1CCOCC1)c1ccccc1
-5%,-4%,-11%,18%,5%,6%,-8%,i,0%,Cc1ccc(-c2nnc(N3CCOCC3)c3ccccc23)cc1S(=O)(=O)NCC1CCCO1 (configuration not stated)
-20%,-1%,-7%,26%,/,-15%,6%,8%,-1%,CC12CCC(C(=O)N(NC(=O)c3ccccc3O)C1=O)C2(C)C (configuration not stated)
-4%,-15%,18%,46%[activator],-3%,12%,1%,-9%,16%,CCCNC(=O)C(Cc1ccccc1C)NC(=O)c1ccc(C#N)cc1 (configuration not stated)
-21%,-4%,15%,4%,13%,3%,4%,i,-11%,COc1cc2c3nc4n(c(=O)c3n(CC(=O)NCC3CCCO3)c2cc1OC)CCS4 (configuration not stated)
-3%,-7%,-13%,27%,-5%,20%,-1%,0%,?,Cc1cc(NC(=O)CCN2CC(C)OC(C)C2)ccc1Br (configuration not stated)
-15%,?,1%[57.1 µM],53%[activator],-3%,14%,2%,6%,254%[activator],O=C(CN1CC(c2ccccc2)CC1=O)Nc1ccc2c(c1)OCO2 (configuration not stated)
-15%,0%,16%,26%,-2%,0%,2%,2%,-28%,Cc1oc(-c2ccc(Cl)cc2)nc1CN1CCCC(C(=O)NCc2ccc(Cl)cc2)C1 (configuration not stated)
110%[activator],3%,-13%[57.1 µM],250%[activator],-3%,-32%,-7%,i,0%,Cc1ccc(C(C)C)c(OC(=O)/C=C/c2ccccc2)c1
-1%,3%,11%,43%,/,-1%,1%,-2%,2%[57.4 µM],COc1cc(C(C(=O)NC(C)(C)C)N(Cc2ccc3c(c2)OCO3)C(=O)c2cnccn2)cc(OC)c1OC (configuration not stated)
-5%,5%,-3%[57.1 µM],15%,-3%,2%,?,9%,162%[activator],C/C(=N\Nc1nc(C)cc(C)n1)c1ccc(C)o1

# Already shown: entries from further up.
JMJD2A Tudor inh,Pin1 inhibitor,rTrxR1 inhibitor,HP1b chromo inh,ERG Ets-DNA blk,RGS4 inh,GLS inhibitor,Tb PGK inh,12-LOX inh,SMILES
-15%,0%,16%,26%,-2%,0%,2%,2%,-28%,Cc1oc(-c2ccc(Cl)cc2)nc1CN1CCCC(C(=O)NCc2ccc(Cl)cc2)C1 (configuration not stated)
110%[activator],3%,-13%[57.1 µM],250%[activator],-3%,-32%,-7%,i,0%,Cc1ccc(C(C)C)c(OC(=O)/C=C/c2ccccc2)c1
-1%,3%,11%,43%,/,-1%,1%,-2%,2%[57.4 µM],COc1cc(C(C(=O)NC(C)(C)C)N(Cc2ccc3c(c2)OCO3)C(=O)c2cnccn2)cc(OC)c1OC (configuration not stated)

# (continued)
JMJD2A Tudor inh,Pin1 inhibitor,rTrxR1 inhibitor,HP1b chromo inh,ERG Ets-DNA blk,RGS4 inh,GLS inhibitor,Tb PGK inh,12-LOX inh,SMILES
-18%,-5%,10%[57.1 µM],26%,-1%,17%,-8%,-1%,-1%,C=CC[C@H](CC(=O)NCCO)C(=O)N[C@H](COC(=O)[C@@H](CC=C)CC(=O)OC(C)(C)C)Cc1ccccc1
-24%,5%,-10%[57.1 µM],-5%,-13%,20%,-3%,-6%,-25%,N#C/C(=N\Nc1ccccc1)C(=N)N1CCOCC1
-11%,?,9%,20%,5%,1%,-3%,1%,2%,COc1ccc(NC(=O)N2CCCn3nc(C)cc32)cc1OC
-18%,3%,10%,15%,-4%,15%,2%,-17%,-1%,COc1cc(OC)cc(-c2nc3nc(C)c(CCC(=O)Nc4ccc(Cl)cc4)c(C)n3n2)c1
?,2%,-3%,23%,-2%,-3%,0%,0%,8%,CN(CC(=O)Nc1ncn[nH]1)S(=O)(=O)c1cc(Cl)ccc1Cl
-14%,4%,19%,19%,1%,-1%,6%,2%,13%,CCOc1ccccc1NC(=O)c1nnn(CC(=O)Nc2ccc3c(c2)OCO3)c1N
